Yeast eIF2B – modulators of yeast eIF2B activity; S. cerevisiae eIF2B-epsilon R284H, GCN4-lacZ luminescence; inhibition, % at 25 µM (by protocol); AID 688; actives 0.91% (n = 27,000);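 active = mutant luminescence inhibited past about 50% while wild type luminescence and mutant growth stay under set limits, limit read from the data; inconclusive = mutant versus wild type luminescence inhibition gap past a set limit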; note: some compounds called inactive have numbers as strong as hits
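material = yeast eIF2B-epsilon R284H mutant carrying GCN4–beta-galactosidase fusion | schedule = 16 h growth with compound at 30 °C, 90 min Beta-Glo step | measured by = luminescence and A595 | compound dosing = one concentration, 25 µM, 0.25% DMSO | read-out basis = % inhibition of reporter signal and growth versus controls | buffer or medium = YPD medium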
Yeast growth tox – Compounds toxic to wild-type S. cerevisiae growth; A595 turbidity, 16 h; growth inhibition, % at 25 µM (by protocol); actives 0.3% (n = 30,000);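 active = mutant and wild-type yeast strains alike exhibit over 30% growth inhibition; inconclusive = a strain exceeds 50% while the second remains under 30%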;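 note: 0% = untreated cell controls and 100% = YPD media blanks without cells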
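System – wild-type and eIF2Bepsilon-R284H mutant S. cerevisiae, screened separately · Measured by – absorbance at 595 nm (turbidity) · Timing – 16 h compound exposure during growth at 30 °C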
Yeast growth tox inhibition % – also measured in Yeast growth tox; calls as there; growth inhibition, %; S. cerevisiae eIF2Bepsilon-R284H mutant growth, A595 turbidity, 16 h;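 each compound tested once at 25 µM; 0% equals untreated cells and 100% equals cell-free medium blanks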
Yeast eIF2B mutant toxicity – further read-out of Yeast eIF2B, marked with its call; growth inhibition, %; measured here: mutant yeast growth, toxicity;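 each compound tested once at 25 µM; zero equals untreated control growth and 100 equals blank medium absorbance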
* = called active by the depositor; u = inconclusive; x = not tested or not shown. Not all compounds are listed (hit frequency here may not be typical).

entry | SMILES | Yeast eIF2B mutant toxicity | Yeast eIF2B | Yeast growth tox | Yeast growth tox inhibition %
1 | Cc1ccccc1CSCCNC(=O)CN(c1ccc2c(c1)OCO2)S(C)(=O)=O | -20.0 | -19.3 | -3.2 | -20.0
2 | Cc1ccc(OCCSc2ncnc3nc[nH]c23)cc1 | 9.7 | 25.2 | 16.6 | 9.7
3 | Cc1ccc(S(=O)(=O)N2CCC(C(=O)Nc3nnc(-c4ccco4)s3)CC2)cc1 | -17.2 | 19.1 | -19.4 | -17.2
4 | CN(C(=O)C1CCCO1)c1nnc(-c2ccccn2)s1 (centres undefined) | 14.3 | 3.7 | u | x
5 | O=C(c1ccccc1)c1cccn1CC(=O)N1CCN(c2ccc(F)cc2)CC1 | 11.1 | 22.5 | 16.5 | 11.1
6 | COCCCN1C(=O)c2ccc(C(=O)O)cc2C1=O | 17.5 | -20.8 | 22.7 | 17.5
7 | CC(C)Nc1oc(Cc2cccc3ccccc23)nc1C#N | 11.1 | 0.3 | 25.7 | 11.1
8 | COC(=O)COc1nsnc1N1CCOCC1 | 10.3 | 13.4 | 16.9 | 10.3
9 | O=C(Nc1nnc(SCc2ccc(F)cc2)s1)c1ccco1 | x | 9.4 | -6.7 | 0.0
10 | CC(C)C1Cc2c(C#N)c(N)n(C)c(=S)c2CO1 (centres undefined) | x | -23.3 | x | x
11 | COc1cccc(NC(=O)Nc2cccs2)c1 | 10.3 | -13.2 | 14.9 | 10.3
12 | CCN1C(=O)C(O)(C2COC(C)(C)CC2=O)c2ccccc21 (centres undefined) | 4.5 | 16.4 | 0.0 | 4.5
13 | O=c1ccc(/C=C/c2ccccc2)nn1Cc1ccccc1 | x | 23.6 | 11.5 | 0.0
14 | CCOc1ccc(N(CC(=O)NCCSc2ccccn2)S(C)(=O)=O)cc1 | -36.4 | 19.5 | 0.3 | -36.4
15 | Cc1cc([N+](=O)[O-])ccc1NC(=S)NC(=O)Cc1ccccc1 | x | x | 35.4 | -2.6
16 | Cn1c(SCC(=O)Nc2sccc2C#N)nnc1-c1ccccc1 | x | x | 10.4 | 15.2
17 | Cc1noc(C(=O)Nc2ccccc2C(F)(F)F)c1Cl | -11.1 | -0.4 | 5.8 | -11.1
18 | COc1ccc(S(=O)(=O)N2CCCN(Cc3cccc(F)c3)CC2)cc1 | 3.5 | 27.0 | 10.6 | 3.5
19 | Cn1c(N2CCN(c3ccccn3)CC2)nc2c1c(=O)n(Cc1ccccc1Cl)c(=O)n2C | x | 8.1 | x | x
20 | CC(Sc1ccc(Cl)cc1)C(=O)NCC1CCCO1 (centres undefined) | 5.4 | 21.6 | -3.5 | 5.4
21 | CCOC(=O)C1CCN(CCC(=O)Nc2ccccc2Cl)CC1 | -9.7 | 0.2 | -9.3 | -9.7
22 | CCCCCNC(=O)c1c(N)n(/N=C/c2ccco2)c2nc3ccccc3nc12 | -6.7 | 15.9 | -28.5 | -6.7
23 | O=C1CCC(=O)N1CCc1c[nH]c2ccccc12 | -9.5 | 1.6 | 27.8 | -9.5
24 | C=CCn1c(C2CC(=O)N(c3ccc(C)cc3)C2)nc2ccccc21 (centres undefined) | 3.5 | 12.4 | 7.9 | 3.5
25 | CC(N=Cc1nc(-c2ccccc2)oc1O)c1ccccc1 (centres undefined) | 12.9 | 25.5 | 13.9 | 12.9
26 | CCN(C#N)c1nc(NC(C)C)nc(NC(C)C)n1 | x | x | 14.1 | 17.9
27 | COc1ccc(OCCNC(=O)c2ccccc2OCC(=O)N2CCCCC2)cc1 | x | -9.3 | x | x
28 | N#Cc1ccc(C2=NC(C(F)(F)F)(C(F)(F)F)c3c(n(Cc4ccco4)c(=O)[nH]c3=O)N2)cc1 | -14.3 | 1.5 | 7.8 | -14.3
29 | O=C1CCC(=O)N1OCCOc1ccc2c(c1)CCC2 | 12.5 | -17.0 | 10.3 | 12.5
30 | COCCNC(=O)COc1ccc(Br)cc1Cl | 7.5 | 28.5 | 25.0 | 7.5
31 | O=C(Nc1ccc(Cl)cc1C(=O)NCCN1CCOCC1)c1ccc(Cl)cc1Cl | x | x | -0.4 | 10.5
32 | CCCCOc1ccc(NC(=O)CSCC(=O)OCC)cc1 | x | 25.0 | x | x
33 | O=C1C=C(NCCNc2c(F)c(F)c(CO)c(F)c2F)CCC1 | 4.5 | -3.6 | 19.0 | 4.5
34 | C=CCc1c(C)[nH]c(=S)c(C#N)c1C | 13.0 | 22.6 | 18.0 | 13.0
35 | CC(C)n1c(Nn2cnnc2)nc2ccccc21 | 14.3 | 7.6 | 6.5 | 14.3
36 | COC(=O)C(C)Sc1nc2c(c(=O)n(C)c(=O)n2C)n1CCC(C)C (centres undefined) | 7.4 | 23.4 | 14.9 | 7.4
37 | Cc1ccc(C(=O)CSc2nnnn2C(C)C)c(C)c1 | 9.1 | 30.8 | 13.9 | 9.1
38 | O=C1CCCN1CN(C(=O)c1ccc2c(c1)OCO2)c1cccc(Cl)c1 | -16.7 | -10.4 | 13.8 | -16.7
39 | Cc1ncc(CO)c2cc(C(N)=O)c(=Nc3ccccc3)oc12 | -7.7 | 46.1 | 4.7 | -7.7
40 | COc1ccc(OC)c(N/C=C2/CCCCC2=O)c1 | x | x | 0.0 | 19.4
41 | CC1CCCN(CCC(=O)Nc2ccc3c(c2)CCC3)C1 (centres undefined) | 8.3 | 28.2 | 2.0 | 8.3
42 | CC(Oc1ccccc1)C(=O)Nc1cccc(F)c1 (centres undefined) | 14.9 | -28.9 | 17.8 | 14.9
43 | CC1(C)NC(C)(C)c2nonc2/C1=N\O | -26.3 | 9.3 | -11.9 | -26.3
44 | CCC1CCc2c(sc(NC(=O)c3ccco3)c2C(N)=O)C1 (centres undefined) | -31.0 | 19.0 | -26.9 | -31.0
45 | Cc1cccc(-c2nc3c(c(SCC(=O)N4CCOCC4)n2)CCCC3)c1 | x | 23.9 | -13.5 | 0.0
46 | Cc1ccccc1SCC(=O)NC1CCOC1=O (centres undefined) | -4.8 | 30.0 | -9.2 | -4.8
47 | COc1ccc(N2CC(O)=C(c3nc4ccccc4s3)C2=N)cc1 | 7.1 | 29.6 | 0.4 | 7.1
48 | O=C(CCSCCC(=O)NCc1ccco1)NCc1ccco1 | 3.7 | 22.1 | 12.3 | 3.7
49 | O=C(CSc1nnc(NC(=O)C2CCC2)s1)Nc1ccc(N2CCOCC2)cc1 | -6.9 | 10.4 | -8.3 | -6.9
50 | CCOc1ccc2[nH]c(=O)c(CN(CC3COCCO3)C(=O)c3ccco3)cc2c1 (centres undefined) | -28.6 | 22.4 | -6.9 | -28.6
51 | O=C1CC(N2CCN(Cc3ccc4c(c3)OCO4)CC2)C(=O)N1c1ccccc1 (centres undefined) | -3.6 | -1.1 | -0.9 | -3.6
52 | Cc1cccc(NC(c2ccc(O)cc2)c2ccc3ccc(C)nc3c2O)n1 (centres undefined) | 16.2 | 21.4 | 25.4 | 16.2
53 | C=CCc1cccc2cc(C(=O)NC(C)(C)C)c(=O)oc12 | 4.8 | 23.9 | 12.4 | 4.8
54 | CC(C)NC(=O)CSc1nc2ccccc2c(=O)n1CCCOC(C)C | 15.5 | -4.6 | 8.3 | 15.5
55 | Cc1cc(C)c2nc(SCCc3ccccc3)nc(C)c2c1 | 14.9 | 15.2 | 14.6 | 14.9
56 | COc1cccc(-n2ccnc2SCC(=O)Nc2ccccc2)c1 | 3.6 | 23.3 | -21.3 | 3.6
57 | O=C1[C@@H]2[C@H](Cc3ccc(O)cc3)N[C@]3(C(=O)Nc4ccccc43)[C@@H]2C(=O)N1c1ccc(F)cc1 | x | 13.7 | 2.8 | 0.0
58 | Cc1ccc(/C=N/NC(=O)c2c[nH]c3ccccc23)o1 | 10.0 | 15.4 | 18.1 | 10.0
59 | O=C(Cn1c(NCCO)nc2ccccc21)c1ccc(Cl)cc1 | x | -8.7 | x | x
60 | COc1cccc(C(=O)N(Cc2nc(-c3cccc(C)c3)no2)C(C)C)c1OC | x | 6.8 | x | x

From no. 49 up to 60, copied from above:
entry | SMILES | Yeast eIF2B mutant toxicity | Yeast eIF2B | Yeast growth tox | Yeast growth tox inhibition %
49 | O=C(CSc1nnc(NC(=O)C2CCC2)s1)Nc1ccc(N2CCOCC2)cc1 | -6.9 | 10.4 | -8.3 | -6.9
50 | CCOc1ccc2[nH]c(=O)c(CN(CC3COCCO3)C(=O)c3ccco3)cc2c1 (centres undefined) | -28.6 | 22.4 | -6.9 | -28.6
51 | O=C1CC(N2CCN(Cc3ccc4c(c3)OCO4)CC2)C(=O)N1c1ccccc1 (centres undefined) | -3.6 | -1.1 | -0.9 | -3.6
52 | Cc1cccc(NC(c2ccc(O)cc2)c2ccc3ccc(C)nc3c2O)n1 (centres undefined) | 16.2 | 21.4 | 25.4 | 16.2
53 | C=CCc1cccc2cc(C(=O)NC(C)(C)C)c(=O)oc12 | 4.8 | 23.9 | 12.4 | 4.8
54 | CC(C)NC(=O)CSc1nc2ccccc2c(=O)n1CCCOC(C)C | 15.5 | -4.6 | 8.3 | 15.5
55 | Cc1cc(C)c2nc(SCCc3ccccc3)nc(C)c2c1 | 14.9 | 15.2 | 14.6 | 14.9
56 | COc1cccc(-n2ccnc2SCC(=O)Nc2ccccc2)c1 | 3.6 | 23.3 | -21.3 | 3.6
57 | O=C1[C@@H]2[C@H](Cc3ccc(O)cc3)N[C@]3(C(=O)Nc4ccccc43)[C@@H]2C(=O)N1c1ccc(F)cc1 | x | 13.7 | 2.8 | 0.0
58 | Cc1ccc(/C=N/NC(=O)c2c[nH]c3ccccc23)o1 | 10.0 | 15.4 | 18.1 | 10.0
59 | O=C(Cn1c(NCCO)nc2ccccc21)c1ccc(Cl)cc1 | x | -8.7 | x | x
60 | COc1cccc(C(=O)N(Cc2nc(-c3cccc(C)c3)no2)C(C)C)c1OC | x | 6.8 | x | x

Carrying on:
entry | SMILES | Yeast eIF2B mutant toxicity | Yeast eIF2B | Yeast growth tox | Yeast growth tox inhibition %
61 | CC(C)(C)C(=O)Nc1ccccc1C(=O)Nc1ccccn1 | -15.9 | 2.6 | 1.6 | -15.9
62 | CCOC(=O)N1CCN(Cc2nc(-c3ccccc3)no2)CC1 | 7.1 | 21.0 | 10.0 | 7.1
63 | CC1=C(C(=O)Nc2ccccc2C)C(c2cccnc2)n2nc(CCCO)nc2N1 (centres undefined) | 5.2 | 0.6 | 7.5 | 5.2
64 | COc1cccc(C2CC(C(F)(F)F)n3ncc(C(=O)Nc4c(C)n(C)n(-c5ccccc5)c4=O)c3N2)c1 (centres undefined) | -3.3 | -8.5 | -1.9 | -3.3
65 | CNC(=O)c1ccccc1NC(=O)c1ccc(C)c(S(=O)(=O)N2CCCCC2)c1 | 6.7 | -4.8 | 20.6 | 6.7
66 | O=C(COc1ccccc1F)Nc1nnc(-c2ccncc2)s1 | -20.0 | -7.0 | -7.2 | -20.0
67 | COC(=O)C1=C(N)Oc2cc(C)n(Cc3cccnc3)c(=O)c2C1c1ccccc1OC (centres undefined) | 6.9 | -0.5 | 22.8 | 6.9
68 | CCc1c(C)nc(SCC(N)=O)c(C#N)c1C | 10.0 | 13.8 | 23.5 | 10.0
69 | O=C1C2C3C=CC(C3)C2C(=O)N1c1n[nH]c(CCc2ccccc2)n1 (centres undefined) | x | x | -0.9 | -11.1
70 | Cc1cc(C)c2c(c1)SC1=NC(c3ccccc3)(C(F)(F)F)NC(=O)N12 (centres undefined) | 4.8 | 18.7 | 33.3 | 4.8
71 | O=C(NCc1ccccc1)NC(=O)c1ccccc1 | 23.3 | -13.0 | 15.0 | 23.3
72 | C=CCNC(=S)N1CCN(CCN=CC2=C(O)CC(c3ccco3)CC2=O)CC1 (centres undefined) | 4.8 | -4.1 | 4.8 | 4.8
73 | Nc1ccccc1OCCOCCOCCOc1ccccc1N | 3.7 | 17.0 | 20.9 | 3.7
74 | COc1ccc(C(C(=O)NC2CCCC2)N(Cc2ccccc2)C(=O)CNC(=O)c2ccco2)cc1 (centres undefined) | 10.8 | 26.9 | 12.6 | 10.8
75 | COc1cccc(NC(=O)C2CCCCC2)c1 | -7.4 | 8.6 | 31.3 | -7.4
76 | Cn1c(CSc2nc3ccccc3n2C)nc2ccccc21 | 4.5 | -46.6 | -38.9 | 4.5
77 | Cc1ccccc1-n1c(SCC(=O)c2cc(C)n(C)c2C)nnc1-c1cccnc1 | x | x | 6.5 | 13.0
78 | Cc1ccc(S(=O)(=O)CNC(=O)c2ccccc2)cc1 | x | 46.3 | -13.4 | 0.0
79 | CC(C)CCn1c(Sc2nc3ccccc3s2)nc2c1c(=O)[nH]c(=O)n2C | -4.5 | 8.2 | -34.1 | -4.5
80 | CC1CCC(NC(=O)Cn2c(=O)[nH]c3ccsc3c2=O)CC1 (centres undefined) | x | 11.5 | 14.4 | 0.0
81 | O=C(N1CCOCC1)N1CCN(c2nc(-c3ccc(F)cc3)cs2)CC1 | 9.5 | 27.1 | -15.8 | 9.5
82 | O=C(CSc1nnc(-c2ccccn2)n1-c1ccc(Cl)cc1)Nc1ccc2c(c1)OCO2 | x | x | -29.7 | -11.1
83 | CN(C)CCCNc1oc(-c2ccc(Cl)cc2)nc1C#N | x | 16.4 | x | x
84 | O=C(NC1CCCCC1)C(c1ccccc1)N(Cc1ccc2c(c1)OCO2)C(=O)c1cnsn1 (centres undefined) | -6.9 | 34.0 | -11.1 | -6.9
